Compound activity as filed in PubChem.
ABHD4 inh = ABHD4 inhibitors, primary screen, biochemical, fluorescence polarization, mouse; (Lyso)-N-acylphosphatidylethanolamine lipase (Mus musculus), Q8VD66; purified mABHD4, FP-Rh probe fluorescence polarization; inhibition, % at 8.92 µM; actives 0.54% (n = 370,000); AID 720543, 2013;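 active = inhibition exceeding the mean over every tested compound plus 3 SD, cut at about 30% in these data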;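 note: 0% = plate median of compound wells and 100% = S159A mutant with DMSO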
Target sequence (Q8VD66 whole entry, looked up): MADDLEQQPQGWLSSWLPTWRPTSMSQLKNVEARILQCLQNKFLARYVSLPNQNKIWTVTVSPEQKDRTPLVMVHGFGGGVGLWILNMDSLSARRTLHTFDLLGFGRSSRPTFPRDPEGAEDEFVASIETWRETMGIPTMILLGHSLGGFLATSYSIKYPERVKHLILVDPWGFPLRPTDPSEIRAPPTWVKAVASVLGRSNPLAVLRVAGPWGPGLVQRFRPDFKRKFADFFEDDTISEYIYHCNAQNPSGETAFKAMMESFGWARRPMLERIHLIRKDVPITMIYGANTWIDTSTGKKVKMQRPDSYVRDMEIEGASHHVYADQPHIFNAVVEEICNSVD
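Assay system: mABHD4 protein; medium: HEPES pH 7.0, NaCl, Pluronic buffer; dosing: 8.92 µM, single dose; schedule: 45 min + 60 min at 25 °C; signal: FP readout, ex 525 nm / em 598 nm; read-out: normalized percent inhibition of probe labeling; repeats: single replicate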
HTRA1 inh = HTRA1 serine protease inhibitors, primary screen, biochemical, fluorescence polarization, HTS. Q92743. recombinant HTRA1, FP-rhodamine activity-based probe. inhibition, % at 5.96 µM. actives 0.5% (n = 340,000). AID 504803, 2011; in the data active = inhibition above about 36%;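 note: 0% = enzyme with DMSO and 100% = wells lacking enzyme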
SMARCA2 activ = SMARCA2 (BRM) function activators, primary screen, cell-based, luminescence, high throughput; activation, % at 9.1 µM; actives 1% (n = 370,000); MG213 cells, MMTV-luciferase reporter, dexamethasone, overnight; in the data active = activation above about 7.8%;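 note: 0% = vehicle wells and 100% = reference activator wells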
NPR2 activator = human GC-B receptor activators, primary screen, HEK293 GC-B cells, cGMP TR-FRET, EC30 CNP; Atrial natriuretic peptide receptor 2 (Homo sapiens), P20594; 0% at EC30 CNP, 100% saturating CNP; activation, % at 10 µM; actives 0.11% (n = 370,000); AID 1920062, 2024;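 active = activation at 10 µM reaching about 35% in either raw or pattern-adjusted values, limit read from the data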
rCAG RNA binder = binders of r(CAG) RNA repeats, primary screen, biochemical, fluorescence; r(CAG) RNA repeat, TO-PRO-1 dye displacement fluorescence; inhibition, % at 3 µM; actives 1.3% (n = 370,000); AID 651821, 2012;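 active = inhibition above the plate cutoff, the mean of all test compounds on that plate plus 3 SD, cut at about 35% in these data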;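 note: 0% = DMSO alone and 100% = 100 µM mitoxantrone as full dye displacement; higher means more dye released from RNA so lower well fluorescence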
ASAP1 inh = inhibitors of human ASAP1 ArfGAP activity, primary screen, biochemical, fluorescence polarization. actives 0.19% (n = 360,000). inhibition, % at 16.5 µM. Arf-GAP with SH3 domain, ANK repeat and PH domain-containing protein 1 (Homo sapiens), …. ASAP1-stimulated ARF1 GTP hydrolysis, GDP FP detection. AID 624377, 2012; in the data active = inhibition above about 25%;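 note: 0% = vehicle with enzyme and substrate and 100% = no enzyme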
Target sequence (Q9ULH1 325-724 limits assumed): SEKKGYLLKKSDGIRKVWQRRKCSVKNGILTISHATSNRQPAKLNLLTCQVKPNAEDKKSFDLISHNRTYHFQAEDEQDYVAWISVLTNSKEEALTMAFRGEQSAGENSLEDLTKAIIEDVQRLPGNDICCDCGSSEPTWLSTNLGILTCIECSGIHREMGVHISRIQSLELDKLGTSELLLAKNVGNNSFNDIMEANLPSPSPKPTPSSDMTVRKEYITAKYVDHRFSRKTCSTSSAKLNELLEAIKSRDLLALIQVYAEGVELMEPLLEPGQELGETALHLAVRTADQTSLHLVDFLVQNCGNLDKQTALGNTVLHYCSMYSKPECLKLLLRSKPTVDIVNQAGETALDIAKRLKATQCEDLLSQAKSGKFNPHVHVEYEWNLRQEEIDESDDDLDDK
NR1D1 modulator = modulators of Rev-erb alpha DNA binding, primary screen, biochemical, FITC-DNA, fluorescence polarization, uHTS; AID 1259318, 2017; actives 0.79% (n = 370,000); Rev-erbα–FITC-DNA binding, 90 min; activity, % at 10 µM; Nuclear receptor subfamily 1 group D member 1 (Homo sapiens), P20393;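 active = activity above about 14%, limit read from the data; passing the limit was not always enough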;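 note: 0% = DMSO wells with 35 nM protein and 100% = DMSO wells with 750 nM protein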
ARFGAP1 inh = inhibitors of rat ARFGAP1 GAP activity, primary screen, biochemical, fluorescence polarization, GDP tracer. actives 0.26% (n = 360,000). AID 651572, 2012. Arfgap1-stimulated ARF1 GTP hydrolysis, GDP FP detection. inhibition, % at 16.5 µM. ADP-ribosylation factor GTPase-activating protein 1 (Rattus norvegicus), Q62848;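 active = inhibition above a per-plate limit, mean inhibition of low control wells plus 3 SD, cut at about 25% in these data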;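 note: 0% = DMSO wells with enzyme and 100% = wells lacking Arfgap1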
Target sequence (Q62848 1-136 limits assumed): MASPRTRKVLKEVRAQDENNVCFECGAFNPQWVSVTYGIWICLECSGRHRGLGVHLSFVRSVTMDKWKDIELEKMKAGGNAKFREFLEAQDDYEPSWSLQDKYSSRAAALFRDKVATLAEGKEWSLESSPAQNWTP
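Material: rat Arfgap1 catalytic domain, aa 1-136; also added: human ARF1(Δ1-17)-GTP substrate; compound dosing: one concentration, 16.5 µM, DMSO 1.26%; incubation: GTP hydrolysis reaction 2 h at 25 °C; measured by: Tracer-displacement fluorescence polarization with EDTA stop, 620/688 nm; evaluation: % inhibition from polarization; repeats: one replicate per compound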
GC-A act = GC-A stimulated cGMP production enhancers – HEK293 GC-A cells, cGMP TR-FRET, EC30 ANP, primary screen; Atrial natriuretic peptide receptor 1 (Homo sapiens), P16066; 0% at EC30 ANP, 100% saturating ANP; activation, % at 10 µM; actives 0.14% (n = 370,000); AID 1671463, 2021; in the data active = activation above about 40%
PG9 binder = binders of HIV-1 gp120 antibody PG9, primary screen, biochemical, TR-FRET; HIV-1 gp120 / PG9 antibody interaction; TR-FRET gp120-PG9 antibody binding; inhibition, % at 6.7 µM; actives 0.43% (n = 360,000); in the data active = inhibition above about 8.5%
Numbers without * were called inactive; nt = not tested or not shown. Outcome played no part in choosing rows; 4.4% or so of the library scored in one or more.

molecule	ASAP1 inh	SMARCA2 activ	NPR2 activator	rCAG RNA binder	HTRA1 inh	GC-A act	ARFGAP1 inh	NR1D1 modulator	ABHD4 inh	PG9 binder
O=C(Cn1cc(C(F)(F)F)cc(Cl)c1=O)NCCc1ccccc1	6	-4	-3	-2	-1	4	2	0	9	0.9
CCCNC(=O)C(=O)N/N=C/c1ccc(OCc2ccccc2)cc1	-9	0	2	1	5	0	-4	-1	2	-2.4
CC(C)C[C@H](NC(=O)c1nc[nH]c1C(=O)NCC(=O)OC(C)(C)C)C(=O)OC(C)(C)C	-7	-1	19	-5	-8	11	7	1	-12	0.7
c1ccc(-c2nnc(N3CCOCC3)c3ccccc23)cc1	-3	-3	-3	-9	nt	-5	0	0	-15	0.2
Cc1cc(C)c(OCC(=O)Nc2ccc(N3CCOCC3)cc2)c(Br)c1	-5	3	-5	-5	3	0	0	-1	10	-1.3
CC(Cl)C(=O)NNC(=O)CNS(=O)(=O)c1ccccc1 (configuration not stated)	9	3	2	-4	9	-2	-2	1	-1	-1.6
O=C(c1coc(=O)c(Br)c1)N1CCC(C(O)(c2ccccc2)c2ccccc2)CC1	5	3	-8	4	-10	-11	-4	-7	-2	0.3
CNc1c(NS(=O)(=O)c2ccc(CC(C)C)cc2)c(=O)oc2ccccc12	1	-3	-4	2	1	-2	-1	0	-2	0.0
O=C(NNC(=O)C1CC(=O)N(Cc2ccccc2)C1)c1ccc(F)cc1 (configuration not stated)	-7	-1	-2	0	0	3	-9	-2	0	-0.6
CC(O)CNc1ccc(-c2nn(C)c(=O)c3ccccc23)cc1[N+](=O)[O-] (configuration not stated)	8	-1	10	-3	4	0	6	4	8	-1.9
CCN1C(=O)/C(=C/C=C2\N(CC)c3cc(S(=O)(=O)N(C)C)ccc3N2c2ccccc2)SC1=S	5	-3	-6	-1	-64	-3	-13	-18	-111	0.7
CCN(CC)S(=O)(=O)c1cccc(S(=O)(=O)c2cccc(S(=O)(=O)N(CC)CC)c2)c1	1	-5	2	2	-7	-2	-13	3	1	-0.3
Cc1ccc(NC(=O)c2ccn(C)n2)c(Br)c1	7	2	1	-5	-4	0	-11	8	-1	1.6
CCC1=NN(C(=O)COc2ccccc2)C(O)(c2ccc(Br)cc2)C1 (configuration not stated)	12	-1	-11	-3	6	-6	10	1	2	-0.1
Cc1ccc(C(=O)C2C(c3cccs3)NC(=O)NC2(O)C(F)(F)F)cc1 (configuration not stated)	-2	4	-9	-4	-5	-8	-12	-3	1	-2.8
O=C1NC(=O)C2C3c4ccccc4C(c4ccccc43)C12 (configuration not stated)	-3	-5	-6	-3	-1	-3	5	-2	-10	1.1
c1coc(CSSCc2ccco2)c1	-12	-2	2	22	22	-1	-14	-7	28	0.3
COc1ccc(C(=O)COc2ccccc2C#N)cc1	6	4	-4	1	-4	-4	2	2	1	-0.9
Nc1nnc(SCC(=O)N2CCc3ccccc3C2)s1	-2	-1	4	3	-6	-1	4	1	3	2.4
Cc1ccc(C(=O)Nc2ccc3cn[nH]c3c2)cc1S(=O)(=O)N1CCCCC1	-11	-1	2	5	-46	0	3	-2	-40	0.6
COCCCn1c(N)c(-c2nc3ccccc3n2C)c2nc3ccccc3nc21	7	-2	0	10	15	6	2	8	7	0.3
Cc1ccccc1C(=O)N1CCN(c2ccc(NC(=S)NC(=O)c3ccco3)cc2)CC1	14	-7	-1	-1	5	3	8	2	6	-1.4
CC(C)c1csc(CN2CCC(CO)(Cc3ccccc3)CC2)n1	-15	-4	8	-8	0	-2	-1	0	3	0.2
c1ccc(CCc2nc(-c3cccnc3)no2)cc1	8	1	7	1	-2	4	-3	-6	-6	-1.2
O=C(CN1C(=O)c2ccccc2C1=O)OCC(=O)c1ccccc1	0	-1	0	-4	1	1	-2	3	0	0.6

Look-ups from above:
CCN1C(=O)/C(=C/C=C2\N(CC)c3cc(S(=O)(=O)N(C)C)ccc3N2c2ccccc2)SC1=S in GC-A act is entered as -3
CC(C)C[C@H](NC(=O)c1nc[nH]c1C(=O)NCC(=O)OC(C)(C)C)C(=O)OC(C)(C)C in GC-A act is entered as 11
O=C(CN1C(=O)c2ccccc2C1=O)OCC(=O)c1ccccc1 in NR1D1 modulator is entered as 3
COc1ccc(C(=O)COc2ccccc2C#N)cc1 in HTRA1 inh is entered as -4
c1coc(CSSCc2ccco2)c1 in ABHD4 inh is entered as 28
O=C(Cn1cc(C(F)(F)F)cc(Cl)c1=O)NCCc1ccccc1 in SMARCA2 activ is entered as -4
c1ccc(-c2nnc(N3CCOCC3)c3ccccc23)cc1 in ARFGAP1 inh is entered as 0

The list continues.
molecule	ASAP1 inh	SMARCA2 activ	NPR2 activator	rCAG RNA binder	HTRA1 inh	GC-A act	ARFGAP1 inh	NR1D1 modulator	ABHD4 inh	PG9 binder
Cc1cc2c(cc(C(=O)O)n2C)s1	-2	-3	3	0	3	-1	2	2	1	-0.9
CCn1cc(C(=O)NCC(OC)OC)c(=O)c2cc(S(=O)(=O)N(C)C3CCCCC3)ccc21	10	-2	-1	-5	-7	-2	0	-1	-1	-1.0
O=C(CSc1nc2ncc(Br)cc2[nH]1)Nc1ccccc1-c1ccccc1	7	-3	-6	2	-6	-9	-1	5	-1	-2.4
Cc1cccc(NC(=O)CN(C)S(=O)(=O)c2cnc[nH]2)c1	1	1	0	2	1	6	-5	0	1	0.1
CCOC(=O)C1=C(NC(=S)NC(=O)c2ccccc2)c2ccccc2CC1(C)CC (configuration not stated)	11	7	-1	-2	-29	-6	4	-1	-1	-1.0
COC(=O)c1cn[nH]c1NC(=S)Nc1ccccc1C	-1	2	2	5	-10	-4	15	8	-11	1.8
NC(=O)CSCc1c(Cl)cccc1Cl	0	-2	-3	-5	8	2	4	-1	-5	0.0
COc1cccc(CN2CC(C(=O)NCc3cccc(Cl)c3)CCC2=O)c1 (configuration not stated)	12	4	-1	-3	-1	-1	6	1	4	0.2
Cc1ccc(-n2nc3c(=O)n(CCCC(=O)NCc4ccc(F)cc4)nc(C)c3c2C)cc1	-8	-2	-3	-7	3	-4	18	5	2	-0.6
COc1ccc(NC(=O)c2nn(C34CC5CC(CC(C5)C3)C4)cc2[N+](=O)[O-])cc1	7	-2	-1	0	-2	3	0	1	1	-1.8
Fc1ccc(CN2CCN(c3ncccn3)CC2)cc1	-5	-1	1	-1	7	-2	13	3	5	-1.7
COc1ccc(/C=N/NC(=O)c2ccncc2)c(C(=O)O)c1OC	4	1	-4	-3	7	2	6	2	-3	0.0
O=C(O)C1CCCN1C(=O)c1cncc(Br)c1 (configuration not stated)	4	0	-2	-1	4	-1	9	-10	2	-0.2
O=C(CN1CCN(c2ccc(C(F)(F)F)cn2)CC1)NCc1ccc2c(c1)OCO2	-9	-6	-3	-6	-1	0	-2	-8	-6	1.3
CCOC(=O)N1CCN(C(=O)CSc2ncnc3ccccc23)CC1	-16	-4	-2	-3	-7	-7	15	-2	5	0.0
CCCCOc1ccccc1NC(=O)C=C(C)C	0	-5	-7	-1	-2	3	5	7	-9	-2.4
CC(C)(C)[C@H]1COC(=O)CC/C=C\C[C@@H](CC(=O)N[C@H](CO)Cc2ccccc2)C(=O)N1	0	0	-12	-8	1	2	3	-1	4	-1.0
O=C(Nc1cccs1)NC1CCCC1	4	1	8	9	7	7	11	-3	2	-0.2
COC(=O)C1=C(C)C(c2ccc(OC)cc2)NC(=O)N1 (configuration not stated)	1	0	-4	1	-4	0	-8	0	-3	0.1
Cc1nc(SC2CC(=O)N(c3ccccc3)C2=O)n[nH]1 (configuration not stated)	-8	0	5	6	9	5	3	0	0	0.4
CN(C)C=NC(=O)/C(C#N)=C1\CCc2ccccc2N1	15	1	-2	6	3	1	-10	4	-2	-2.1
COc1ccccc1C(=O)Nc1nnc(S(=O)(=O)N(C)Cc2ccccc2)s1	5	1	1	20	-12	0	-6	4	-20	-1.3
CCOc1ccccc1N1CCN(C(=O)c2ccc3nc(N)sc3c2)CC1	-3	-2	2	4	-4	0	5	3	4	-0.6
CC(C)(c1ccccc1)c1ccc(OCCN2CCCC2)cc1	-6	0	-5	-2	4	0	8	0	15	2.2
CC1CCN(C(=O)CCc2nnc3ccc(NCCCN4CCCC4=O)nn23)CC1	5	2	4	-6	6	4	-12	-2	1	-0.1
CN(Cc1ccccc1)S(=O)(=O)c1ccc(OCC(=O)NCc2ccncc2)cc1	-7	-3	-2	-2	2	2	10	-7	-3	-1.5

Rewritten as labelled records: entries from further up.
canonical_smiles: O=C(CN1C(=O)c2ccccc2C1=O)OCC(=O)c1ccccc1
  ASAP1 inh: 0
  SMARCA2 activ: -1
  NPR2 activator: 0
  rCAG RNA binder: -4
  HTRA1 inh: 1
  GC-A act: 1
  ARFGAP1 inh: -2
  NR1D1 modulator: 3
  ABHD4 inh: 0
  PG9 binder: 0.6

canonical_smiles: Cc1cc2c(cc(C(=O)O)n2C)s1
  ASAP1 inh: -2
  SMARCA2 activ: -3
  NPR2 activator: 3
  rCAG RNA binder: 0
  HTRA1 inh: 3
  GC-A act: -1
  ARFGAP1 inh: 2
  NR1D1 modulator: 2
  ABHD4 inh: 1
  PG9 binder: -0.9

canonical_smiles: CCn1cc(C(=O)NCC(OC)OC)c(=O)c2cc(S(=O)(=O)N(C)C3CCCCC3)ccc21
  ASAP1 inh: 10
  SMARCA2 activ: -2
  NPR2 activator: -1
  rCAG RNA binder: -5
  HTRA1 inh: -7
  GC-A act: -2
  ARFGAP1 inh: 0
  NR1D1 modulator: -1
  ABHD4 inh: -1
  PG9 binder: -1.0
